# TcdB GH inh: TcdB glycohydrolase inhibitors, primary screen, biochemical, single point, plate reader. Toxin B (Clostridioides difficile), P18177. TcdB glycohydrolase enzymatic assay. inhibition, % at 9.99 µM. actives 0.24% (n = 350,000). AID 652162, 2013; in the data active = inhibition above about 10%
# Active calls of the source: *. A portion of the library (hit frequency here may not be typical).
mol | TcdB GH inh
N#C[C@@H]1[C@H](c2ccccc2-c2ccccc2F)[C@@H](CO)N1C(=O)C1CCC1 | 0.8
O=C(Cc1ccncc1)N[C@@H]1CC[C@H](CCn2cc(-c3ccccc3F)nn2)O[C@@H]1CO | -1.9
Cn1cnc(S(=O)(=O)N2CCCCN3[C@H](C2)[C@@H](c2ccc(-c4ccccc4F)cc2)[C@@H]3CO)c1 | -1.1
CO[C@H]1CN(C)C(=O)c2ccc(NS(=O)(=O)c3ccccc3C)cc2OC[C@H](C)N(C)C[C@@H]1C | -0.7
C[C@@H]1CN([C@@H](C)CO)C(=O)c2cc(NC(=O)CCCN(C)C)ccc2O[C@@H]1CN(C)CC1CCCCC1 | 1.7
COc1ccc(NC(=O)Nc2ccc3c(c2)C(=O)N([C@H](C)CO)C[C@H](C)[C@@H](CN(C)Cc2ccc(Cl)c(Cl)c2)O3)cc1 | 0.2
COc1ccc(S(=O)(=O)Nc2ccc3c(c2)C(=O)N([C@H](C)CO)C[C@@H](C)[C@H](CN(C)S(=O)(=O)c2ccc(F)cc2)O3)cc1 | 0.6
Cc1ccc(S(=O)(=O)N(C)C[C@H]2Oc3c(NC(=O)c4cnccn4)cccc3C(=O)N([C@H](C)CO)C[C@H]2C)cc1 | 0.4
C[C@@H]1CN([C@@H](C)CO)C(=O)c2cccc(NC(=O)Nc3ccc(F)cc3)c2O[C@H]1CN(C)C(=O)Nc1ccc(C(F)(F)F)cc1 | -0.8
COc1cccc(-c2ccc([C@@H]3[C@@H](CO)N4CCCCN(C(=O)NC(C)C)C[C@@H]34)cc2)c1 | 1.1

# Overlap with the part before: five compounds, followed by the next part.
mol | TcdB GH inh
COc1ccc(NC(=O)Nc2ccc3c(c2)C(=O)N([C@H](C)CO)C[C@H](C)[C@@H](CN(C)Cc2ccc(Cl)c(Cl)c2)O3)cc1 | 0.2
COc1ccc(S(=O)(=O)Nc2ccc3c(c2)C(=O)N([C@H](C)CO)C[C@@H](C)[C@H](CN(C)S(=O)(=O)c2ccc(F)cc2)O3)cc1 | 0.6
Cc1ccc(S(=O)(=O)N(C)C[C@H]2Oc3c(NC(=O)c4cnccn4)cccc3C(=O)N([C@H](C)CO)C[C@H]2C)cc1 | 0.4
C[C@@H]1CN([C@@H](C)CO)C(=O)c2cccc(NC(=O)Nc3ccc(F)cc3)c2O[C@H]1CN(C)C(=O)Nc1ccc(C(F)(F)F)cc1 | -0.8
COc1cccc(-c2ccc([C@@H]3[C@@H](CO)N4CCCCN(C(=O)NC(C)C)C[C@@H]34)cc2)c1 | 1.1
COC(=O)c1cn(C[C@H](Cc2ccccc2)NC(=O)c2ccccc2)nn1 | -0.5
CN(C)CCCNC(=O)C[C@H]1CC[C@H]2[C@@H](COc3ccc(NC(=O)c4ccc5c(c4)OCO5)cc3C(=O)N2C)O1 | -1.2
CNC[C@@H]1Oc2cc(C#Cc3cccc(F)c3)ccc2S(=O)(=O)N([C@@H](C)CO)C[C@H]1C | 0.6
COC(=O)C[C@H]1C[C@H]2c3cc(NC(=O)Nc4ccccc4F)ccc3O[C@H]2[C@@H](CO)O1 | 0.0
CO[C@H]1CN(C)C(=O)c2cc(NC(=O)NC(C)C)ccc2OC[C@H](C)N(C)C[C@@H]1C | 0.3
Cc1ccc(S(=O)(=O)N(C)C[C@@H]2Oc3ccc(NC(=O)Nc4cccc5ccccc45)cc3CC(=O)N([C@H](C)CO)C[C@@H]2C)cc1 | -0.5
COC(=O)C[C@H]1CC[C@@H]2[C@@H](COc3ccc(NC(=O)Nc4cccc(F)c4)cc3C(=O)N2C)O1 | 0.2
COc1cccc(C(=O)Nc2ccc3c(c2)C(=O)N(C)C[C@@H](OC)[C@@H](C)CN[C@@H](C)CO3)c1 | 0.6
CCC(=O)N1C[C@H](C)[C@@H](OC)CN(C)C(=O)c2ccc(NC(=O)c3ccc(F)cc3)cc2OC[C@@H]1C | 0.4
O=C(Nc1ccccc1F)N1CCCCN2[C@H](C1)[C@@H](c1ccc(C3=CCCC3)cc1)[C@@H]2CO | 0.9

# Another view of part of the listing above.
Cc1ccc(S(=O)(=O)N(C)C[C@H]2Oc3c(NC(=O)c4cnccn4)cccc3C(=O)N([C@H](C)CO)C[C@H]2C)cc1
  TcdB GH inh = 0.4

C[C@@H]1CN([C@@H](C)CO)C(=O)c2cccc(NC(=O)Nc3ccc(F)cc3)c2O[C@H]1CN(C)C(=O)Nc1ccc(C(F)(F)F)cc1
  TcdB GH inh = -0.8

# Other results
mol | TcdB GH inh
COc1ccc(CN(C)C[C@H]2OCCCC[C@H](C)Oc3ccc(NS(=O)(=O)c4ccc(C)cc4)cc3C(=O)N([C@H](C)CO)C[C@@H]2C)cc1 | 0.7
C[C@H]1CN([C@@H](C)CO)C(=O)c2cc(-c3cccnc3)cnc2O[C@@H]1CN(C)C(=O)C1CCOCC1 | -0.5
CC(C)NC(=O)N(C)C[C@@H]1Oc2ccc(NS(=O)(=O)c3ccc(F)cc3)cc2C(=O)N([C@@H](C)CO)C[C@H]1C | 0.1
C[C@H]1CN([C@@H](C)CO)C(=O)CCCn2nncc2CO[C@H]1CN(C)S(=O)(=O)c1cn(C)cn1 | 0.2
Cc1ccccc1S(=O)(=O)NCC[C@@H]1CC[C@H](NC(=O)Nc2cccc(Cl)c2)[C@@H](CO)O1 | 1.7
Cc1ccccc1-c1ccc([C@H]2[C@@H](CO)N3CCCCN(CC4CC4)C[C@@H]23)cc1 | -0.4
CC=Cc1ccc2n(c1=O)C[C@H]1[C@H](CO)[C@@H](C(=O)O)[C@@H]2N1S(=O)(=O)c1ccccc1F (mixture of isomers) | 0.4
CN1C[C@@H]2[C@H](c3ccccc31)[C@H](CO)N2C(=O)c1cccnc1 | 0.0
Cc1ccc(S(=O)(=O)N[C@@H]2CC[C@@H](CC(=O)NCCCN(C)C)O[C@H]2CO)cc1 | 0.9
CO[C@H]1CN(C)C(=O)c2cc(NS(=O)(=O)c3ccc(Oc4ccccc4)cc3)ccc2OC[C@H](C)NC[C@H]1C | 1.7

# Next section.
mol | TcdB GH inh
CC(=O)N1[C@@H]2c3ccc(C4=CCCC4)c(=O)n3C[C@H]1[C@H](CO)[C@H]2C(=O)N[C@@H](C)c1ccccc1 | 0.8
CN(C)CC(=O)Nc1ccc2c(c1)[C@@H]1C[C@@H](CC(=O)N3CCN(C)CC3)O[C@@H](CO)[C@@H]1O2 | 0.9
CC(=O)N1CCCCN2[C@H](CO)[C@H](c3ccc(Br)cc3)[C@@H]2C1 | -1.8
O=C(C[C@H]1CC[C@@H]2[C@H](COC[C@@H](O)CN2Cc2ccc(Oc3ccccc3)cc2)O1)Nc1nccs1 | 0.6
COc1ccc2c3c([nH]c2c1)[C@H](CO)N(C)CC31CCN(C(=O)CN(C)C)CC1 | 1.1
C[C@@H]1CCCCO[C@@H](CN(C)S(=O)(=O)c2ccccc2)[C@H](C)CN([C@@H](C)CO)C(=O)c2cc(N(C)C)ccc2O1 | -7.4
CO[C@H]1CN(C)C(=O)c2ccc(NS(C)(=O)=O)cc2OC[C@@H](C)N(C(=O)CN(C)C)C[C@@H]1C | 0.6
COCC#Cc1ccc([C@@H]2[C@@H](CO)N3CCCCN(S(=O)(=O)c4ccc(OC)cc4)C[C@H]23)cc1 | 0.4
O=C(Cc1cccnc1)N1CCCCN2[C@H](C1)[C@@H](c1ccc(C#CC3CCCC3)cc1)[C@@H]2CO | 1.3
O=C(C[C@H]1C=C[C@@H](NC(=O)C2CCC2)[C@@H](CO)O1)NCC1CC1 | -1.3

# Later entries.
mol | TcdB GH inh
COc1ccc2c3c(n(C)c2c1)[C@@H](CO)NCC31CN(Cc2cc(-c3ccccc3)on2)C1 | -1.2
Cc1cccc(-c2ccc([C@@H]3[C@@H](CO)N4C(=O)CN(C(=O)c5cccnc5)C[C@H]34)cc2)c1 | -0.3
COc1ccc(CN(C)C[C@@H]2Oc3ccc(NC(=O)Nc4c(C)noc4C)cc3C(=O)N([C@@H](C)CO)C[C@@H]2C)cc1 | -0.1
COc1ccc(NC(=O)Nc2ccc3c(c2)C(=O)N([C@@H](C)CO)C[C@H](C)[C@H](CN(C)CC2CCCCC2)OCCCC[C@@H](C)O3)cc1 | -2.3
CC(C)NC(=O)N[C@H]1CC[C@H](CCNC(=O)C2CC2)O[C@H]1CO | 0.0
Cc1ccc(S(=O)(=O)N(C)C[C@@H]2OCCCC[C@H](C)Oc3ccc(NS(=O)(=O)c4ccc(Cl)cc4)cc3C(=O)N([C@@H](C)CO)C[C@@H]2C)cc1 | -0.6
C[C@@H]1CN([C@H](C)CO)C(=O)c2cccc(NC(=O)Nc3ccc4c(c3)OCO4)c2O[C@H]1CN(C)C(=O)Nc1ccc(C(F)(F)F)cc1 | -0.3
CC(C)NC(=O)Nc1ccc2c(c1)C(=O)N([C@H](C)CO)C[C@H](C)[C@H](CN(C)C(=O)CCCN(C)C)OCCCC[C@@H](C)O2 | -1.3
C[C@H](CO)N1C[C@H](C)[C@@H](CN(C)C(=O)[C@H](C)c2ccccc2)OCc2ccccc2-c2ccccc2C1=O | 1.0
C[C@H](CO)N1C[C@H](C)[C@H](CN(C)CC2CCOCC2)Oc2ncc(C#Cc3ccccc3)cc2C1=O | 1.1

# The results go on:
mol | TcdB GH inh
COc1cccc(-c2ccc3c(c2)[C@@H]2[C@@H](CCN2C(=O)C2CCCC2)[C@@H](CO)N3)c1 | 0.1
C[C@@H]1CN([C@H](C)CO)C(=O)c2cccc(NC(=O)CCCCCC(=O)Nc3ccccc3N)c2O[C@@H]1CN(C)S(=O)(=O)c1ccc(Cl)cc1 | -1.6
Cc1noc(C)c1NC(=O)Nc1ccc2c(c1)C(=O)N([C@@H](C)CO)C[C@@H](C)[C@H](CN(C)C(=O)c1ccccc1)OCCCC[C@@H](C)O2 | -1.3
COc1ccc(CN(C)C[C@@H]2OCCCC[C@@H](C)Oc3ccc(NC(=O)Nc4ccc(OC)cc4)cc3C(=O)N([C@@H](C)CO)C[C@H]2C)cc1 | 0.6
CO[C@@H]1CN(C)C(=O)c2ccc(NC(=O)c3ccc4c(c3)OCO4)cc2OC[C@@H](C)N(Cc2ccc3c(c2)OCO3)C[C@H]1C | -1.3
C[C@H]1CN([C@@H](C)CO)C(=O)Cc2cc(NS(=O)(=O)c3ccccc3)ccc2O[C@@H]1CN(C)Cc1ccc2c(c1)OCO2 | 0.8
C[C@H](CO)N1C[C@H](C)[C@@H](CN(C)S(C)(=O)=O)OCCCC[C@H](C)Oc2ccc(NS(=O)(=O)c3ccccc3)cc2C1=O | 0.4
COc1ccc(S(=O)(=O)Nc2ccc3c(c2)CC(=O)N([C@H](C)CO)C[C@@H](C)[C@H](CN(C)Cc2ccc(Oc4ccccc4)cc2)O3)cc1 | 0.5
C[C@H](CO)N1C[C@H](C)[C@H](CN(C)C(=O)CC2CC2)Oc2cc(C3=CCCCC3)ccc2S1(=O)=O | 1.3
CC(C)(O)C#Cc1ccc([C@H]2[C@H]3CN(C(=O)c4ccncc4)CCCCN3[C@H]2CO)cc1 | 0.2

# (further entries)
mol | TcdB GH inh
C[C@@H]1CCCCO[C@H](CN(C)C(=O)C2CCCCC2)[C@H](C)CN([C@H](C)CO)C(=O)c2cc(NC(=O)NC3CCCCC3)ccc2O1 | -0.1
CCCNC(=O)C[C@@H]1CC[C@H]2[C@@H](COC[C@@H](O)CN2C(=O)CC)O1 | 0.5
CO[C@@H]1CN(C)C(=O)c2cc(NC(C)=O)ccc2OC[C@H](C)N(C(=O)Cc2cccnc2)C[C@@H]1C | -1.2
C[C@H]1CN([C@@H](C)CO)C(=O)c2cccc(NS(=O)(=O)c3cn(C)cn3)c2O[C@@H]1CN(C)C | -0.9
CC(C)NC(=O)N(C)C[C@@H]1Oc2ccc(NS(=O)(=O)c3ccccc3)cc2CC(=O)N([C@@H](C)CO)C[C@H]1C | 0.4
C[C@@H]1CN([C@H](C)CO)S(=O)(=O)c2ccc(-c3cccc(C(=O)N(C)C)c3)cc2O[C@H]1CN(C)C(=O)Cc1ccccn1 | 1.0
Cc1cc(C(=O)Nc2ccc3c(c2)C(=O)N(C)[C@@H]2CC[C@H](CC(=O)N[C@@H](C)c4ccccc4)O[C@@H]2CO3)no1 | 3.2
C[C@@H]1CCCCO[C@H](CN(C)C(=O)C2CCCCC2)[C@@H](C)CN([C@@H](C)CO)C(=O)c2cc(NC(=O)c3ccccc3)ccc2O1 | -0.5
COc1cccc(-c2cnc3c(c2)C(=O)N([C@H](C)CO)C[C@H](C)[C@@H](CN(C)Cc2ccc(F)cc2)O3)c1 | 0.6
C[C@@H]1CCCCO[C@@H](CN(C)S(=O)(=O)c2ccccc2)[C@@H](C)CN([C@@H](C)CO)C(=O)c2cc(N(C)C)ccc2O1 | -8.4

# (next part)
mol | TcdB GH inh
O=C(CN1CCOCC1)NCC[C@H]1CC[C@H](NC(=O)c2ccccc2F)[C@H](CO)O1 | -1.9
COCC(=O)Nc1ccc2c(c1)C(=O)N(C)C[C@@H](OC)[C@H](C)CN(Cc1ccccc1)[C@H](C)CO2 | -0.5
COCC(=O)N(C[C@@H]1[C@@H](c2ccccc2)[C@@H](CO)N1C(=O)NC(C)C)C(C)C | 0.2
CC(C)(C)[S@](=O)N1Cc2cc(C(=O)NCCc3ccncc3)nc(-c3cccc(-c4ccc(C#N)cc4)c3)c2[C@@H]1CCO | 1.5
C[C@H](CO)N1C[C@H](C)[C@H](CN(C)C(=O)CC2CC2)Oc2ncc(C#CC3CC3)cc2C1=O | -0.4
O=C(C[C@@H]1C=C[C@H](NC(=O)CN2CCOCC2)[C@@H](CO)O1)NCCc1ccncc1 | -0.2
COc1cccc(S(=O)(=O)Nc2ccc3c(c2)C(=O)N(C)[C@H]2CC[C@@H](CC(=O)NCC4CCCCC4)O[C@@H]2CO3)c1 | 0.2
Cc1ccccc1-c1ccc2c(c1)O[C@H](CN(C)C(=O)c1ccccn1)[C@H](C)CN([C@@H](C)CO)S2(=O)=O | 1.9
Cc1ccc(S(=O)(=O)N2CC[C@@H]3[C@H]2c2cc(C4=CCCCC4)ccc2N(C)[C@H]3CO)cc1 | -1.5
COc1ccc(NC(=O)Nc2ccc3c(c2)[C@H]2C[C@H](CC(=O)N4CCN(C)CC4)O[C@H](CO)[C@H]2O3)cc1 | 0.1
O=C(O)[C@H]1[C@H](CO)[C@H]2Cn3c(ccc(C4=CCCCC4)c3=O)[C@@H]1N2C(=O)Cc1ccccn1 | -1.6

# From PubChem
